Source: PubChem (National Center for Advancing Translational Sciences (NCATS))
KB-3-1 cytotox: qHTS assay for MDR1-selective chemotherapeutics: Primary screen using the parental adenocarcinoma cell KB-3-1; 400,000 compounds, 1.4% hits; KB-3-1 viability, CellTiter-Glo ATP luminescence, 72 h; Potency, µM (series often up to 46.1 µM), without a hit: at the top dose activity change, negative = cytotoxic, most hits filed as cytotoxic; note: potency is the fitted concentration of half-maximal effect; % is set by controls: 0 for no effect and ±100 for the full control effect; nearly all actives have a fitted effect of over 60% in size
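Multi-concentration cytotoxicity screen in KB-3-1 cells grown in DMEM lacking phenol red with 10% FBS. After 72 h at 37 °C with compound, ATP-dependent luminescence was recorded.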
D3 antag: qHTS of D3 Dopamine Receptor Antagonist: qHTS | D(3) dopamine receptor (Homo sapiens), P35462 | D3R cells, DiscoveRx beta-arrestin luminescence, antagonist mode; hits give low values | max response, negative = inhibition, % | 360,000 compounds, 2.5% hits; in the data active = max response below about -50%; inconclusive = no clear call, values can overlap the other calls; note: % is set by controls: 0 for no effect and ±100 for the full control effect; mostly tested at two doses, the higher about 12 µM
Target sequence (P35462 whole entry, looked up): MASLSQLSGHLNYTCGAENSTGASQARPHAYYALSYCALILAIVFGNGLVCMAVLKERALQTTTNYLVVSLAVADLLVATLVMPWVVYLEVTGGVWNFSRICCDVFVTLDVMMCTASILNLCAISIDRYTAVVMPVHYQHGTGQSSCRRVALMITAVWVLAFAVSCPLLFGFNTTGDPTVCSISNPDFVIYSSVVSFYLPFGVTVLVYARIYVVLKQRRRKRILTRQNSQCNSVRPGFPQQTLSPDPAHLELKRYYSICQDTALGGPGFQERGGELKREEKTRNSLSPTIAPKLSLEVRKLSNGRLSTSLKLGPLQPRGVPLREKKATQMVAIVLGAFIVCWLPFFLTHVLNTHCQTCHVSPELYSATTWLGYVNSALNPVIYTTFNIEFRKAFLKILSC
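Cells expressing the human receptor were seeded at 1500 cells/well, incubated overnight at 37 degrees C in 5% CO2, then exposed to library compounds with dopamine controls for 90 minutes at 37 degrees C before luminescent detection.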
IL-1B inflam inh: qHTS for Inhibitors of Inflammasome Signaling: IL-1-beta AlphaLISA Primary Screen; THP-1 LPS/ATP IL-1B secretion, AlphaLISA, 16 h; hits give low values; activity change, % at 57.5 µM; 360,000 compounds, 4.7% hits; in the data active = activity change below about -50%; inconclusive = mostly about -30% to -49%; note: % is set by controls: 0 for no effect and ±100 for the full control effect
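THP-1 cells pretreated 1 hr with compounds (up to 57.5 uM final), then stimulated with LPS (250 ng/mL final) plus ATP (1.25 mM final); secreted IL-1B measured by AlphaLISA after 16 hr, decreased signal indicating inhibition.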
HT1080NT lethal: qHTS for induction of synthetic lethality in tumor cells producing 2HG: qHTS for the HT-1080-NT fibrosarcoma cell line | HT-1080-NT fibrosarcoma viability, CellTiter-Glo ATP luminescence, 48 h | AID 686970, 2013 | 360,000 compounds, 1.6% hits | Potency, µM (titrated, usually from 46.1 µM), for inactives: top-dose activity, negative = less viability, hits mostly cytotoxic;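 note: NT is the 2HG producing partner of a matched IDH1 knockdown line; potency is the fitted concentration of half-maximal effect; 0% = DMSO-treated cells and -100% = media-only wells without cells; nearly all actives have a fitted effect of over 55% in size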
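Viability of the 2HG-overproducing fibrosarcoma line after 48 hours of compound exposure at 37 degrees C was determined by luminescence with CellTiter-Glo, and concentration-effect curves were then fitted and categorized.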
SW480 rereplic: A quantitative high throughput screen for small molecules that induce DNA re-replication in SW480 colon adenocarcinoma cells. 340,000 compounds, 1.8% hits. Potency, µM (titrated, usually from 46.1 µM), without a hit: top-dose re-replication activation, actives largely listed as activators. AID 624297, 2012. SW480 DNA re-replication, Hoechst DNA content imaging, 48 h; note: potency is the fitted concentration of half-maximal effect; % of control where 0% means no effect; nearly all actives have a fitted effect of over 55% in size
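Quantitative HTS format with DMSO vehicle controls; 48 hr drug incubation at 37 C, then 40 min Hoechst staining and scanning imager measurement at 405 nm excitation.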
D3 ag: qHTS of D3 Dopamine Receptor Agonist: qHTS. D(3) dopamine receptor (Homo sapiens), P35462. D3R DiscoveRx beta-arrestin cells, luminescence, 90 min. max activation, %. 410,000 compounds, 0.58% hits. AID 652048, 2013; in the data active = max activation above about 30%; note: 0% is about no effect; mostly tested at two doses, the higher about 12 µM
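Agonist mode: compounds and dopamine controls were applied to plated cells for 90 min at 37 degrees C after an overnight attachment at 1500 cells/well. Luminescent read-out followed 30 - 60 minutes at room temperature with DiscoveRx detection reagent.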
KB-V1 MDR tox: qHTS assay for MDR1-selective chemotherapeutics: Primary screen using the drug-selected MDR subline cells KB-V1; KB-V1 MDR cells viability, CellTiter-Glo, 72 h; 400,000 compounds, 3.4% hits; AID 1347076, 2019; Potency, µM (top dose mostly 46.1 µM), without a hit: top-dose activity change, negative = cytotoxicity, usual class: cytotoxic; note: potency is the fitted concentration of half-maximal effect; % is set by controls: 0 for no effect and ±100 for the full control effect; nearly all actives have a fitted effect of over 60% in size
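Luminescent ATP read-out (CellTiter-Glo, 10 min) measures survival of drug-selected KB-V1 MDR cells after 72 h, 37 degrees C compound exposure. Medium: phenol-red-free DMEM, 10% FBS. Values from fitted concentration-response curves.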
GLP1R ag: qHTS of GLP-1 Receptor Agonists; HEK293 GLP-1R CRE-luciferase, luminescence, 4-6 h; cells express a hypersensitive GLP-1R form; Potency, µM (titrated, usually from 45.6 µM), for inactives: at the highest dose activation, usual class: activators; 380,000 compounds, 0.007% hits; note: potency is the fitted concentration of half-maximal effect; % of control where 0% means no effect
Target sequence (P43220 whole entry, looked up): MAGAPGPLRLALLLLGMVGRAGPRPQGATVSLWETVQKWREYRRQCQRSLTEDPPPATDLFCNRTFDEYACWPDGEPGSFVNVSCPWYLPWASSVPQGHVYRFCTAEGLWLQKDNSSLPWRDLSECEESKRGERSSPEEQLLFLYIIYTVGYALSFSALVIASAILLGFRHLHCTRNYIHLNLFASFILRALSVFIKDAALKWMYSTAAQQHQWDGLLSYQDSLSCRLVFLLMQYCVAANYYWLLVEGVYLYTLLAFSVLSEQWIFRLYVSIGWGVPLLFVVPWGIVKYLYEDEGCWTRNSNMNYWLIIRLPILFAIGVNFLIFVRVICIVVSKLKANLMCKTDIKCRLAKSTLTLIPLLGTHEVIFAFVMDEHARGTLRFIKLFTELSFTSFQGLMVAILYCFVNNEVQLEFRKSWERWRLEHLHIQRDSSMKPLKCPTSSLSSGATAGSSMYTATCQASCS
HT1080 IDH1KD tx: qHTS for induction of synthetic lethality in tumor cells producing 2HG: qHTS for the HT-1080-IDH1KD cell line; Potency, µM (titrated, usually from 46.1 µM), without a hit: at the highest dose activity, negative = toxicity, actives largely listed as cytotoxic; 360,000 compounds, 2% hits; HT-1080 IDH1 knockdown viability, ATP luminescence, 48 h; AID 686971, 2013;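 note: potency is the fitted concentration of half-maximal effect; 0% = DMSO wells and -100% = cell-free medium wells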
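CellTiter-Glo luminescence after 48 h compound exposure at 37 degrees C of IDH1-knockdown HT-1080 cells in 5% FBS RPMI. %Activity scaled between DMSO wells and cell-free media wells, with curves fitted and assigned curve classes.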
Active calls of the source: *; ? = inconclusive; / = no result given; & = joins results of further samples; [ ] = another dose, or the depositor's remark. Unless noted, calls come from the whole dose curve; as a rule, active = well fitted curve in the direction sought with a large enough effect; inconclusive = small, poorly fitted or top-dose-only effect, or another doubt; inactive = no such curve, though single readings can be large; an effect the other way counts as inactive or inconclusive.

SMILES	KB-3-1 cytotox	D3 antag	IL-1B inflam inh	HT1080NT lethal	SW480 rereplic	D3 ag	KB-V1 MDR tox	GLP1R ag	HT1080 IDH1KD tx
OCC1OC(Oc2c[nH]c3ccccc23)C(O)C(O)C1O (configuration not stated)	0.0%	-11.0	34.0	20.6%	-118.6%[inhibitor]	-20.7	7.2%	-5.0%	5.5%
CCCCCCOc1ccc(C(CC(=O)O)C(N)=O)cc1 (configuration not stated)	2.9%	45.3	0.3	7.4%	-1.3%	-6.9	16.8%	5.4%	14.8%
Cc1cc(C)nc(-n2ncc3c2CC(c2ccccc2)CC3=O)n1 (configuration not stated)	-5.3%	6.1	90.1	-21.1%	-7.0%	-5.4	-15.9%	19.0%	0.3%
Cc1ccc(S(=O)(=O)NC2=NCN(CCN3CCOCC3)CN2)cc1	22.7%	15.6	7.1	2.7%	0.7%	1.3	8.7%	5.5%	3.9%
O=C(Cc1ccccc1)n1nc(-c2ccccc2)nc1NCc1ccco1	-0.9%	-13.6	-20.9	-0.3%	-0.2%	-7.5	-2.0%	-0.7%	12.3%
O=C(c1ccc([N+](=O)[O-])cc1)N1CCc2ccccc2C1	3.3%	3.7	-4.1	?	2.9%	8.1	3.5%	8.2%	14.2%
Cc1ccnc(NS(=O)(=O)c2cccs2)c1	2.2%	-12.6	19.8	0.0%	-11.4%	-9.2	3.2%	-3.8%	?
COc1ccc(C)cc1NC(=O)CNc1ccccc1CN(C)C1CCCCC1	3.6%	-5.7	-3.8	-24.2%	15.7%	-16.9	-7.8%	-1.4%	?
COc1ccc(Br)cc1CN(C)C(=O)Cc1ccc(S(=O)(=O)N2CCOCC2)s1	-6.4%	-0.1	-2.5	-0.9%	-0.5%	0.4	?	15.7%	-9.9%
CC(C)(C)C(C(=O)NCc1ccccc1)N1CCN(CCN2CCOCC2)CC1 (configuration not stated)	4.4%	-64.0*	-19.5	-18.9%	/	-18.2	?	/	-4.4%
Cc1cc(N2CCCCC2)ccc1[N+](=O)[O-]	-10.2%	-16.0	10.3	8.3%	1.3%	-0.5	-2.0%	3.4%	0.8%
COc1ccc2c(C)cc(=O)[nH]c2c1	-1.9%	-17.8	0.0	0.8%	2.0%	-1.3	1.6%	-1.6%	-0.1%
O=C(c1ccccc1)n1ccc(-c2cnc(-c3ccccc3)s2)n1	-11.4%	-2.2	1.4	13.6%	-6.0%	-10.1	-16.8%	-3.3%	13.2%
O=c1cc(Nc2ccc3c(c2)OCCO3)[nH]c(=O)n1-c1ccc(Cl)cc1	0.0%	-27.2	-1.0	-3.9%	-6.2%	-0.4	-8.7%	-4.5%	0.9%
CCn1cc(CN2CCC(C(=O)Nc3ccc(Oc4cccnc4)cc3)CC2)cn1	16.7%	-3.5	0.0	2.8%	-6.0%	-24.0	28.9%	-11.8%	5.4%
Cc1cc(=O)[nH]c(SCC(=O)Nc2c(C)n(C)n(-c3ccccc3)c2=O)c1C#N	-2.7%	-16.8	-21.5	-2.7%[9.24 µM]	?	-6.6	-16.6%	-4.1%	1.3%
O=C(Nc1ncc(S(=O)(=O)c2ccc([N+](=O)[O-])cc2)s1)c1cccc2ccccc12	-4.8%	6.0	28.9	?	-3.9%	8.4	-17.3%	-13.5%	?
O=C(NCC(F)(F)F)Nc1ccccn1	-2.4%	-10.7	5.3	3.6%	-7.9%	5.4	-3.8%	1.5%	20.9%
Cc1ccc(-c2noc(CCC(=O)Nc3cc(C)ccn3)n2)cc1	1.9%	23.2	15.4	12.8%	-3.7%	4.9	3.3%	11.1%	12.6%
O=C(c1cc(COc2c(F)cccc2F)on1)N1CC[C@@H]2CCCC[C@H]2C1	5.3%	0.0	-8.4	4.9%	/	6.9	-19.4%	11.7%	6.6%
COc1ccc(Cc2nnc(SCC(=O)Nc3ccccc3)[nH]c2=O)cc1	-4.3%	12.4	12.0	-5.1%	-8.7%	-9.1	0.0%	8.9%	-8.2%
CCCn1c(N)c(C(=O)CSc2nnc(C3CC3)n2C2CC2)c(=O)[nH]c1=O	2.1%	14.2	-1.3	-1.3%	0.1%	0.0	25.3%	3.5%	-1.2%
Cn1nc(C(=O)NNC(=O)c2ccccc2F)c2ccccc2c1=O	16.0%	52.9	-9.5	3.5%	-6.1%	-4.2	-23.9%	2.0%	4.8%
CSc1ncc(C(=O)O)n1-c1ccc(F)cc1	-4.4%	12.9	-14.9	0.3%	-1.9%	-0.9	15.8%	-3.1%	11.2%
Clc1ccc(CNCC2CCCO2)c(Cl)c1 (configuration not stated)	-0.1%	-23.6	3.2	-1.2%	-3.8%	-12.9	7.0%	-7.3%	-2.1%
Cc1cccc(NC(=O)c2ccc(S(=O)(=O)N3CCCCC3C)cc2)n1 (configuration not stated)	?	-15.1	-12.3	-25.3%	-1.1%	-5.2	?	22.4%	-29.2%
O=C(CCNS(=O)(=O)c1ccc(F)cc1)N1CCN(c2ncccn2)CC1	-2.6%	-16.4	38.5	-0.7%	/	-6.3	-11.5%	3.8%	3.9%
CN1C(=O)NC(c2ccccc2)C2=C1CN(c1ccc3ccccc3c1)C2=O (configuration not stated)	-0.7%	-19.6	-4.2	-2.7%	0.0%	1.5	1.8%	-9.3%	-1.6%
Cc1[nH]c2ccccc2c1/C=N/n1cnnc1	-3.2%	6.4	30.5	1.7%	-0.1%	2.6	17.9%	-23.6%	7.5%
O=C(Nc1cc2c(cc1[N+](=O)[O-])OCCO2)c1cccnc1	-5.9%	0.0	-0.4	2.0%	-5.2%	-8.8	-12.0%	1.6%	-0.3%
O=C(CCN1CCN2CCCC2C1)N1c2ccccc2Sc2ccc(Cl)cc21 (configuration not stated)	-24.1%	-53.8*	-8.8	-29.6%	-1.4%&2.6%	-16.1&-19.4	22.6%	-1.3%&-4.6%	-23.7%
Cc1cc(Br)c(NC(=O)CCl)c(Br)c1	?	-19.3	?	2.3%	6.9%	3.0	?	2.7%	-1.3%
Oc1c(C=Nc2ccccc2Cl)[nH]c2ccccc12	-2.6%	-11.2	15.9	-1.0%	-4.0%	1.3	23.0%	-1.3%	4.6%
C(#CC1CCCC1)c1ccc2c(c1)COc1c3ccccc3nn1-2	2.3%	117.3	19.0	22.3%	-119.8%[inhibitor]	19.9	16.6%	-2.1%	15.4%
CCC(/C=C1\Sc2ccc(OC)cc2N1CC)=C\c1sc2ccc(OC)cc2[n+]1CCCS(=O)(=O)[O-]	?	-14.1	?	-11.2%	-3.4%	4.9	7.0%	-6.4%	-6.6%
COc1ccc(N=C2NN=C(c3ccc4c(c3)OCCO4)CS2)cc1	-6.0%	9.8	?	-17.4%	13.3%[9.22 µM]	5.8	?	-1.8%	-0.5%
CCCSc1nc(N)c2c3c(sc2n1)CN(C)CC3	?	-2.2	-17.3	-5.0%	0.4%	-22.5	-13.0%	20.9%	1.0%
CCC(C)(C)C(=O)Nc1ccc(C(N)=O)cc1	-0.1%	-12.3	-9.7	-0.7%	-6.0%	3.7	19.9%	2.7%	0.3%
Cc1cc(Cl)cc(Cl)c1OCCCCN(C)C	1.2%	-20.3	0.0	-22.0%	1.0%	-8.7	-32.4%	2.0%	?
CC(=O)Nc1ccc(-c2csc(NCc3ccco3)n2)cc1	0.0%	-12.1	-21.6	-12.9%	2.8%	-9.0	7.1%	0.4%	-10.7%

As entered above.
`CN1C(=O)NC(c2ccccc2)C2=C1CN(c1ccc3ccccc3c1)C2=O` (configuration not stated) in IL-1B inflam inh = -4.2
`O=C(Nc1cc2c(cc1[N+](=O)[O-])OCCO2)c1cccnc1` in GLP1R ag = 1.6%

(further entries)
SMILES	KB-3-1 cytotox	D3 antag	IL-1B inflam inh	HT1080NT lethal	SW480 rereplic	D3 ag	KB-V1 MDR tox	GLP1R ag	HT1080 IDH1KD tx
Cc1ccc([C@@H]2CC(=O)[C@@H]3CN(S(=O)(=O)c4ccc(C)cc4)[C@H](c4ccccc4)C[C@@H]3N2S(=O)(=O)c2ccc(Cl)cc2)cc1	-0.8%	?	3.5	0.2%	/	-4.3	1.6%	1.3%	-3.2%
CCOc1ccccc1CN(CCc1ccc2c(c1)OCO2)Cc1ccccn1	-22.9%	-2.6	-10.1	-25.4%	4.6%	-9.2	?	8.5%	?
COc1ccccc1C(=O)Nc1ccc(OCc2cc(=O)n3cc(C)sc3n2)cc1	-2.6%	/	/	/	/	-3.8	?	0.8%	/
Cc1cccc(Oc2ncnc(N)c2[N+](=O)[O-])c1	4.4%	2.5	-22.6	6.1%	-3.6%	-1.3	-13.6%	-1.3%	7.3%
O=S(=O)(c1ccc2nc(Cc3ccccc3)[nH]c2c1)N1CCOCC1	6.9%	-10.6	-2.5	0.8%	?	-2.5	-2.1%	2.2%	-2.7%[9.24 µM]
CCN(CC)S(=O)(=O)c1ccc(Cl)c(NC(=O)c2ccncc2)c1	5.1%	-2.4	36.3	6.0%	-4.2%	3.5	11.8%	8.2%	7.5%
O=C(CSc1cn[nH]n1)Nc1cccc(C(F)(F)F)c1	-15.3%	0.0	-2.3	-2.9%	-0.4%	1.5	0.0%	10.1%	-1.1%
CC(C)OCCCNC(=O)c1ccc(CS(=O)(=O)Cc2ccccc2F)o1	?	17.1	5.5	2.6%	3.1%	17.6	-15.8%	-1.0%	10.3%
COc1cc(C(=O)OC(C)C(=O)N2CCc3ccccc3C2)ccc1OCC(=O)N1CCOCC1 (configuration not stated)	-1.8%	-29.2	4.0	-1.2%	1.3%	1.6	-0.7%	-5.3%	-0.4%
